Diaphorase act: compounds boosting diaphorase resazurin reduction – biochemical, uHTS, resorufin fluorescence, counter-screen for diaphorase-coupled primary assays, primary screen | Diaphorase/resazurin coupled assay, 16 min; stronger effect = higher value; 1 = vehicle wells, 0 = NADH-free wells | activation factor at 20 µM | actives 0.005% (n = 190,000);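 active = diaphorase activity raised at least twofold by the compound at 20 µM; inactive = activation factor below 2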
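Test system: Clostridium kluyveri diaphorase, purified enzyme; input: enzyme 0.07 U/mL final; buffer or medium: 50 mM HEPES pH 7.4 with 4.542 mM MgCl2, 0.005% Tween 20; also added: 0.114 mM NADH and 0.1 mM resazurin, final amounts; schedule: 16 min enzyme reaction, ambient temperature; technique: fluorescence of resorufin, 544 nm excitation, 590 nm emission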
ROMK mod: ROMK potassium channel modulators, primary screen, cell-based, thallium flux, MLSMR library; ATP-sensitive inward rectifier potassium channel 1 (Homo sapiens), P48048; Tet-inducible ROMK, thallium flux fluorescence; actives lie on both sides; actives 2% (n = 130,000); B-score at 10 µM;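 active = signal ratio slope over the read window, or its plate-corrected B-score, at least 3 SD from the plate mean, either direction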;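 also: B-score of the F/F0 ratio slope over 7 to 12 s after thallium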
Target sequence (P48048 whole entry, looked up): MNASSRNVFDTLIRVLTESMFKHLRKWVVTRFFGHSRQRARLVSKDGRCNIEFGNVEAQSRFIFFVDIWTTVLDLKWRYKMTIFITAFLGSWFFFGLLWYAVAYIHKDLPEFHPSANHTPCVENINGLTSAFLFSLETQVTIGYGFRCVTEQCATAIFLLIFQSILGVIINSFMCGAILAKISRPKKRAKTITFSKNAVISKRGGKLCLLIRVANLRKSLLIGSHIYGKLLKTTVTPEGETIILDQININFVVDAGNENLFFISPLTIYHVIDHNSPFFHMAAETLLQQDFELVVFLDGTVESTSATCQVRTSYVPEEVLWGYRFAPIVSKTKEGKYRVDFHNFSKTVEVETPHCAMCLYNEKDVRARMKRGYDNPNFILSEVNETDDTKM
PPARg SRC-3 ag: PPARgamma agonists recruiting SRC-3 coactivator, primary screen, biochemical; Peroxisome proliferator-activated receptor gamma (Homo sapiens), P37231; biochemical PPARgamma/SRC-3 coactivator recruitment assay; activation, % at 8 µM; actives 0.26% (n = 200,000); AID 731, 2007; in the data active = activation above about 23%;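 also: 0% = DMSO and 100% = reference agonist; some compounds past the cut are filed as inactive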
Target sequence (P37231 whole entry, looked up): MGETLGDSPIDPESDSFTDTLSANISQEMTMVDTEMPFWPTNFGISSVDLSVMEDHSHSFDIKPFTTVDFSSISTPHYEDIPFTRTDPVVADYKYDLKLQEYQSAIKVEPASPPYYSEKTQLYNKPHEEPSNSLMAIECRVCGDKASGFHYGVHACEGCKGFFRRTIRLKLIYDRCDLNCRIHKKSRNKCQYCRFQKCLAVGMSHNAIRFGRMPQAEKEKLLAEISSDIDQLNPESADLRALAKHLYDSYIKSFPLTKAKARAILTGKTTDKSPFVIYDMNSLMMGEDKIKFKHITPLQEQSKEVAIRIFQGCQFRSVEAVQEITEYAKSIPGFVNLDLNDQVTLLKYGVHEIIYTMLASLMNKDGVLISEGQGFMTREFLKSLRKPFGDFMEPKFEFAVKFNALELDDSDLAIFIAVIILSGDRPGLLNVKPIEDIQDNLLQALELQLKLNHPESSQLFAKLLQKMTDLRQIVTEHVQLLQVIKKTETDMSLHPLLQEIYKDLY
S1P3 antagonist: S1P3 receptor antagonists, primary screen, cell-based. Sphingosine 1-phosphate receptor 3 (Homo sapiens), Q99500. CHO S1P3 NFAT-BLA reporter, FRET fluorescence, antagonist mode. inhibition, % at 4.98 µM. actives 0.27% (n = 170,000);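 active = inhibition above the plate cutoff, the mean inhibition of test wells on that plate plus 3 SD, cut at about 28% in these data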;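 also: cells challenged with S1P at its EC80 of 0.8 µM; blue over green emission ratio from cleaved BLA substrate after 4 h stimulation; 0% = S1P-stimulated wells and 100% = unstimulated DMSO-only wells; some compounds past the cut are filed as inactive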
SRC2 TRFRET art: TR-FRET signal artefacts, primary screen, artefact control for PPARgamma SRC-2 agonist project, biochemical; TR-FRET artefact counter-screen; stronger effect = higher value; TR-FRET ratio at 8 µM; actives 0.4% (n = 200,000); in the data active = TR-FRET ratio above about 2000; also: inactives centre near 1500
Diaphorase inh: diaphorase inhibitors and chemical oxidizers, primary screen, counter-screen for diaphorase-coupled primary assays, biochemical, uHTS, resorufin fluorescence | AID 1217, 2008 | actives 0.69% (n = 190,000) | inhibition, % at 20 µM | diaphorase resazurin-to-resorufin fluorescence, NADH, 16 min; bacterial (C. kluyveri) enzyme, not human;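 active = primary screen inhibition at 20 µM above a set limit, cut at about 50% in these data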;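 also: plate controls were DMSO with full reaction for no effect and wells lacking NADH for full effect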
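Benchmarks: positive control wells lacking NADH, neutral wells with DMSO only. System: bacterial diaphorase enzyme (C. kluyveri). Input: 0.14 U/mL diaphorase, enzyme working solution. Detection: resorufin fluorescence, excitation 544 nm, emission 590 nm. Times: 16-min room-temperature incubation before reading.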
PPARg SRC-2 ag: agonists of PPARg-SRC-2 recruitment, primary screen, biochemical, HTS | actives 0.34% (n = 200,000) | AID 1032, 2008 | activation, % at 8 µM | PPARgamma LBD-SRC-2 recruitment; in the data active = activation above about 22%;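 also: 0% = vehicle and 100% = reference agonist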
PPARg SRC-1 ag: PPARgamma agonists recruiting SRC-1 coactivator, primary screen, biochemical. actives 0.41% (n = 200,000). activation, % at 8 µM. PPARgamma-SRC-1 coactivator recruitment biochemical assay. Peroxisome proliferator-activated receptor gamma (Homo sapiens), P37231; in the data active = activation above about 19%;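 also: 0% = DMSO and 100% = reference agonist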
PMI act: activators of human PMI, primary screen, biochemical, fluorescence intensity, near-Km mannose 6-phosphate; Mannose-6-phosphate isomerase (Homo sapiens), P34949; purified human PMI, coupled resazurin fluorescence, 20 min; stronger effect = higher value; 1 = vehicle control, 0 substrate-free wells; activation factor at 20 µM; actives 0.005% (n = 190,000);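 active = activation factor of 2 or more at 20 µM, relative to plate controls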
PMI act hi M6P: human PMI activators, high substrate, primary screen, biochemical, fluorescence intensity, near-saturating mannose 6-phosphate. Mannose-6-phosphate isomerase (Homo sapiens), P34949. actives 0.34% (n = 190,000). AID 1216, 2008. coupled PMI enzyme assay, resazurin fluorescence, 20 min; stronger effect = higher value; 1 = untreated enzyme, 0 = substrate-free blank. activation factor at 20 µM;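 active = activation factor of 2 or more at 20 µM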
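Material: human phosphomannose isomerase with PGI, G6PDH, diaphorase coupling enzymes; amount: PMI at 15 ng/mL final; also added: Mannose-6-phosphate 1.0 mM (near-saturating) plus 0.22 mM NADP+; incubation: enzyme reaction with compound 20 min at room temperature; signal: resorufin fluorescence (Ex 544/Em 590 nm) from resazurin via diaphorase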
G6PDH counter: L. mesenteroides G6PDH inhibitors, counter-screen for G6PDH-coupled screening assays, biochemical, Leuconostoc mesenteroides enzyme | actives 0.12% (n = 200,000) | inhibition, % at 5 µM | glucose-6-phosphate dehydrogenase [Leuconostoc mesenteroides] | AID 1020, 2008 | Purified L. mesenteroides G6PDH, diaphorase/resazurin coupled fluorescence, 45 min; in the data active = inhibition above about 50%
The depositor's hits bear a star; . = no result given.

SMILES	Diaphorase act	ROMK mod	PPARg SRC-3 ag	S1P3 antagonist	SRC2 TRFRET art	Diaphorase inh	PPARg SRC-2 ag	PPARg SRC-1 ag	PMI act	PMI act hi M6P	G6PDH counter
Cc1cccc(N(CC(=O)NC2CCCCC2)C(=O)CCCC(=O)Nc2ccccn2)c1	1	-0.34	0	.	1501	2	0	2	1	1.1	-6
CC12CCC(C(=O)N(CCC#N)CCC#N)(CC1=O)C2(C)C (stereo not given)	1	1.9	7	.	1616	3	-5	0	0.9	0.9	7
COc1ccc(-c2noc(-c3cc4ccccc4oc3=O)n2)cc1	1.1	.	-14	.	1511	-5	-4	-10	0.9	1	6
O=C(c1ccc(Cl)c(S(=O)(=O)Nc2ccccc2C(=O)N2CCc3ccccc3C2)c1)N1CCc2ccccc2C1	0.7	.	1	-3	1623	27	12	3	0.9	0.9	-28
Cc1ccc(C(=O)N2CCN=C2SCc2ccc([N+](=O)[O-])cc2)cc1C	0.9	0.025	-1	-8	1512	7	6	-6	0.9	1	10
O=C(OC1CCOC1=O)c1ccc2ncsc2c1 (stereo not given)	1	-0.12	-6	-3	1612	4	2	2	1.1	1.1	7
COc1ccc(/C=C/C(=O)NCCOc2ccccc2OC)cc1	0.8	-0.24	2	-11	1482	20	2	5	0.9	0.9	7
COc1ccccc1S(=O)(=O)CC(O)COc1ccc(C#N)cc1 (stereo not given)	1	0.17	6	-27	1760	0	12	10	1.1	1.1	0
COc1cc2c(cc1/C=C/C(=O)O)OC(C)C2 (stereo not given)	0.9	0.27	-1	-21	1384	10	2	-2	0.9	0.9	11
Brc1ccc(-c2nnc(-c3ccccc3)o2)o1	1	0.65	7	.	1374	3	7	-2	1.1	1.1	3
CCOc1ccc(-c2nnc3ccc(SCC(=O)N4CCCCC4)nn23)cc1	0.7	.	.	0	.	27	.	.	0.9	0.9	-33
O=[N+]([O-])c1ccc(NCc2ccc3c(c2)OCO3)cc1	0.9	0.33	5	6	1602	12	2	12	0.9	0.8	8
O=C(CCC1CCCCC1)Nc1ccccc1-c1ccccc1	0.9	.	-7	.	1406	9	0	-2	0.9	1	0
COc1ccc(S(=O)(=O)Nc2ccc(F)c(Cl)c2)cc1OC	0.9	.	-6	-23	1451	10	-8	2	0.9	1	20
CC(C)(C)C1(O)CC(C(F)(F)F)=NN1C(=O)CCc1ccccc1 (stereo not given)	0.8	-0.17	-2	-7	1368	18	3	-5	0.8	0.9	19
CN(C)C(=O)CSc1nnc(CCCCCNC(=O)OC(C)(C)C)o1	0.9	.	-7	-11	1535	13	5	8	1.1	1	3
CCOC(=O)c1cccc(N2C(=O)C3C(C2=O)C2C=CC3C23CC3)c1 (stereo not given)	0.9	-0.56	-1	.	1416	13	8	-1	0.9	0.9	7
Cc1cc(C)c(C)c(OCC(=O)NCC2CCCO2)c1 (stereo not given)	0.8	.	-1	1	1449	23	-5	-4	0.9	0.8	-6
O=C(C(Cc1ccc(Cl)cc1)NS(=O)(=O)c1ccccc1)N1CC[C@@]2(O)CCCC[C@H]2C1 (stereo not given in full)	0.8	.	-1	.	1705	16	6	-2	0.9	0.9	2
O=C(COc1ccccc1Cl)c1ccc2c(c1)CCCC2	0.9	.	7	.	1534	13	3	6	0.8	0.8	4
CCN1CCN(C(C(=O)NC2CCCC2)c2ccc(Cl)cc2)CC1 (stereo not given)	0.8	.	.	10	.	18	.	.	1	0.6	0
CCCCn1nnc(NC(=S)NC(=O)c2ccc(-c3cccc(Cl)c3Cl)o2)n1	0.8	.	-1	-25	1664	23	6	9	0.9	0.9	-43
COC(=O)[C@H](CCSC)NC(=O)NCCC1=CCCCC1	0.9	0.044	1	14	1364	11	-5	-8	0.9	0.9	3
O=C(CSc1ccc2nnc(-c3ccncc3)n2n1)NCC1CCCO1 (stereo not given)	1.1	.	7	8	1752	-13	11	8	1	1	6
O=C(NC(=O)c1cccc(OC(F)(F)C(F)F)c1)OC1CCS(=O)(=O)C1 (stereo not given)	0.9	2.1	1	4	1649	7	2	11	1.1	1.1	-2
CCOc1ccc(-n2c(C)cc(C(=O)CCl)c2C)cc1	0.9	0.61	0	10	1563	10	-1	-1	1.1	0.9	-2
CCC(=O)N(Cc1cc2cc(OC)ccc2[nH]c1=O)c1cccc(C)c1	0.8	.	11	-18	1574	18	1	7	1.1	1	-1
O=C(Nc1cccc2ccccc12)c1nn(C23CC4CC(CC(C4)C2)C3)cc1[N+](=O)[O-]	0.8	-0.11	-1	.	1507	16	-1	-1	0.9	0.9	-3
COc1cc(C2NCCC(=O)C2(C)C)cc(OC)c1OC (stereo not given)	0.9	1	-3	11	1448	8	0	1	1.1	0.9	9
Cc1ccc(C(=O)NCC2(c3ccccc3)CCCC2)cc1	1	.	-1	.	1513	4	9	2	1	1	2

Some entries already given, reduced to PPARg SRC-1 ag, PMI act hi M6P and Diaphorase inh:
SMILES | PPARg SRC-1 ag | PMI act hi M6P | Diaphorase inh
CCN1CCN(C(C(=O)NC2CCCC2)c2ccc(Cl)cc2)CC1 (stereo not given) | . | 0.6 | 18
CCCCn1nnc(NC(=S)NC(=O)c2ccc(-c3cccc(Cl)c3Cl)o2)n1 | 9 | 0.9 | 23

The list continues:
SMILES	Diaphorase act	ROMK mod	PPARg SRC-3 ag	S1P3 antagonist	SRC2 TRFRET art	Diaphorase inh	PPARg SRC-2 ag	PPARg SRC-1 ag	PMI act	PMI act hi M6P	G6PDH counter
O=c1[nH]c(=O)c2nc3c4ccccc4c4ccccc4c3nc2[nH]1	0.6	-2.2	-4	-2	1623	38	-9	1	0.9	0.9	12
COc1cc(/C=C2/SC(=O)N(Cc3ccccc3)C2=O)ccc1OCc1ccncc1	1	0.61	2	.	1386	-1	8	0	1	1	15
COC(=O)c1sccc1-n1cccc1C(=O)C(=O)N1CCCCC1	1	0.16	6	.	1465	4	-2	3	1	1	14
c1ccc2[nH]c(CN3CCCCCC3)nc2c1	0.9	.	5	-6	1481	10	-2	1	0.9	0.9	-7
c1ccc2[nH]c(SCCN3CCOCC3)nc2c1	0.9	-0.29	1	-4	1723	14	2	8	1	1	-1
CON1C(=O)CN(C(C)=O)C1c1ccc(Cl)cc1Cl (stereo not given)	1	-1	-3	.	1552	0	-6	-7	1	1.1	-1
O=C(Nc1ccc2c(c1)CCC2)c1ccc(F)cc1	0.9	.	3	-7	1590	11	6	-6	1	0.9	-13
COc1ccc(-n2c(C)nc3c(cnn3-c3ccc(C)c(C)c3)c2=O)cc1	0.7	.	10	-16	1428	25	5	-6	1	0.9	-2
O=C(CSc1nnnn1-c1ccccc1)NC1CCCc2ccccc21 (stereo not given)	1	.	-7	-7	1518	2	-6	4	0.9	1	-6
Cc1ccc(S(=O)(=O)Nc2nc(N)n(-c3ccccc3)n2)cc1	1.2	0.0077	-1	2	1598	-17	-2	0	1.1	1.1	-10
O=c1[nH]cnc2cc(-c3ccccc3)sc12	1	-0.27	11	.	1572	-3	0	-5	1	1.1	1
CCSC1=NCCN1S(=O)(=O)c1ccc2ccccc2c1	0.8	-1.6	1	-14	1688	17	3	-3	1	0.9	-1
CCC1(CC)C(=O)NC(=O)NC1=NCCc1c[nH]c2ccccc12	1	.	2	12	1580	4	7	9	0.9	1	2
COc1cccc(C(=O)Nc2ncc3c(n2)CC(C)CC3=O)c1 (stereo not given)	0.9	-0.14	-6	2	1598	6	1	1	0.9	0.9	4
COc1ccccc1-n1cnnc1SCC(=O)N1CCN(C(=O)c2ccco2)CC1	0.8	0.18	0	-8	1566	18	-1	4	0.9	0.9	0
Cc1ccc(N=C2S/C(=C\c3cn(CC(=O)O)c4ccccc34)C(=O)N2C)cc1	0.9	0.23	-6	2	1524	8	1	0	1.2	1.1	-6
CCCOc1cccc(C(=O)N(Cc2ccc(OC)c(OC)c2)C2CCS(=O)(=O)C2)c1 (stereo not given)	0.9	.	-2	.	1622	5	-1	8	1.1	1.1	6
COc1c(F)c(F)c(C(=O)Nc2ccccc2N2CCN(C(=O)C(C)C)CC2)c(F)c1F	0.9	0.12	7	-6	1452	7	5	-6	0.9	1	0
c1ccc2[nH]c(CSc3nc4ccccc4s3)nc2c1	0.8	.	-4	.	1466	18	-2	-1	0.9	0.9	-4
COc1ccc(/C=N/S(=O)(=O)c2ccc(C)cc2)cc1	1	0.026	-2	-20	1599	3	8	-4	1	1	13
O=c1c2c(nc3nc[nH]n13)CCC2	0.9	0.25	19	.	1737	11	4	1	0.9	1	-1
CC(C)=C1C2CCC1C1C(=O)N(c3nc(-c4ccccc4)c(C)s3)C(=O)C21 (stereo not given)	1	.	4	-1	1696	0	2	7	0.9	1.1	-8
CN=CC1=C(O)c2ccccc2C1=O	0.9	.	9	14	1665	14	4	0	0.9	0.9	5
COc1ccc(-c2nn(-c3ccccc3C)cc2CNC(C)Cn2cncn2)cc1F (stereo not given)	0.8	-0.046	7	2	1400	24	10	9	1	1	13
CC1N(O)C(c2ccc(Cl)cc2Cl)N(O)C1(C)C (stereo not given)	1	0.02	9	.	1517	2	2	6	1.8	2*	10
COC(=O)c1c(NC(=O)CSc2nnc(-c3ccco3)n2C)sc(C)c1C	0.7	.	10	.	1675	30	5	-3	1	1	0
CCCCNC(=S)N1CCn2cccc2C1c1ccccc1 (stereo not given)	0.9	0.11	4	-23	1723	13	6	4	0.9	0.9	1
Cc1cc(NC(=O)CSc2nnc(C3COc4ccccc4O3)o2)no1 (stereo not given)	0.9	.	0	1	1286	9	0	-2	1.1	0.9	6

High-throughput results deposited in PubChem by several laboratories.
